# Screens as filed in PubChem BioAssay.
# L3MBTL1 inh: qHTS Assay for the Inhibitors of L3MBTL1. 0.66% of 230,000 active. AlphaScreen L3MBTL1–H3K9me1 peptide binding. Potency, µM (doses to about 57.1 µM), for inactives: at the top dose activity, negative = inhibition, hits mostly inhibitors. Lethal(3)malignant brain tumor-like protein 1 (Homo sapiens), Q9Y468; note: nearly all actives have a fitted effect of over 60% in size
#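 AlphaScreen assay: L3MBTL1 (50 nM final) was preincubated 30 min at room temperature with biotinylated H3(1-15)K9me1 peptide (75 nM final), then 30 min with library compounds; streptavidin donor and nickel chelate acceptor beads (10 ug/mL final) added, 30 min dark.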
# TR SRC2 fluor cs: Total Fluorescence Counterscreen for Inhibitors of the Interaction of Thyroid Hormone Receptor and Steroid Receptor Coregulator 2; TRb/SRC2 Texas Red total fluorescence interference; Potency, µM (highest dose often 106 µM), for the others: top-dose fluorescence change, negative = quenching; 0.29% of 280,000 active; AID 1479, 2009; active = well fitted curve in either direction with a large enough effect; inconclusive = small, poorly fitted or top-dose-only effect
#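 Human TRb ligand-binding domain at 0.6 uM with 20 nM Texas Red SRC2 peptide in Tris buffer containing 1 uM T3 and 5% DMSO, incubated with compound 5 h at ambient temperature. Total fluorescence (555/632 nm) calculated as parallel + 2 × perpendicular.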
# aGal spleen mod: qHTS Assay for Inhibitors and Activators of Human alpha-Galactosidase From Spleen Homogenate; Alpha-galactosidase A (Homo sapiens), P06280; human spleen homogenate, 4MU-alpha-Gal fluorescence, 40 min; Potency, µM (series often up to 80 µM), without a hit: top-dose activity change, negative = inhibition, actives largely listed as inhibitors; 0.008% of 240,000 active;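 note: 0% = enzyme with vehicle and -100% = no enzyme basal signal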
# Target sequence (P06280 32-429 limits assumed): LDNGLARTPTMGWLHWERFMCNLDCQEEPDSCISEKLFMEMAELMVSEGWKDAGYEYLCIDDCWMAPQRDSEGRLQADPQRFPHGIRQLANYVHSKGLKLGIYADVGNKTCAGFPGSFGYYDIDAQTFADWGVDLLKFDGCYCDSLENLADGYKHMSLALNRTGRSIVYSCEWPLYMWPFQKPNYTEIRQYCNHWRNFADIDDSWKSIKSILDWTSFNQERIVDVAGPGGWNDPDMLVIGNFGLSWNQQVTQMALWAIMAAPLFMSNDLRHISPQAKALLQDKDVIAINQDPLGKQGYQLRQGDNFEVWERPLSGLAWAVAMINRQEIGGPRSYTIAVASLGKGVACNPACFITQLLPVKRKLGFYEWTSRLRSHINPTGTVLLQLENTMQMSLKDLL
#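 qHTS titration in buffer at pH 5.0. Alpha-galactosidase activity in spleen homogenate was measured via 4-methylumbelliferone release from 1 mM fluorogenic substrate after 40 min at 37C and a pH 10 stop. AC50 came from Hill fits of control-normalized data.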
# Tau fibril FP: qHTS for Inhibitors of Tau Fibril Formation, Fluorescence Polarization. Microtubule-associated protein tau (Homo sapiens), P10636. K18 P301L tau heparin fibrillization, Alexa594 FP, 6 h. Potency, µM (series often up to 57.7 µM), for the others: top-dose activity, negative = inhibition, most hits filed as inhibitors. 0.39% of 280,000 active. AID 1468, 2008; note: nearly all actives have a fitted effect of over 55% in size
# Target sequence (P10636 561-689 P618L limits assumed): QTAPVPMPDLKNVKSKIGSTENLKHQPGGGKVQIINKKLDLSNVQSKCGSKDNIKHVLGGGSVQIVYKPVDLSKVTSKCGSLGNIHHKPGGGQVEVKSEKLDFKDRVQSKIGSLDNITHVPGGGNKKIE
#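 Human tau K18 […] P301L fragment, 15 uM unlabeled plus 0.24 uM Alexa 594-labeled tau (final), with compound and 20 uM heparin in 100 mM sodium acetate pH 7; 6 hr at 37 C, then Alexa 594 FP read.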
# Tau fibril ThT: qHTS for Inhibitors of Tau Fibril Formation, Thioflavin T Binding | Microtubule-associated protein tau (Homo sapiens), P10636 | recombinant tau K18 P301L, heparin-induced fibrillization, ThT fluorescence | Potency, µM (doses to about 57.4 µM), inactives show at the highest dose activity, negative = inhibition, hits mostly inhibitors | 2.1% of 270,000 active | AID 1460, 2008; note: nearly all actives have a fitted effect of over 55% in size
#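 K18 P301L tau (15 uM + 0.24 uM Alexa 594-tagged), heparin 20 uM, NaOAc pH 7, 6 h 37 C; ThT 30 uM, 1 h RT, ex 450/em 510 nm.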
# ALDH1A1 block: qHTS Assay for Inhibitors of Aldehyde Dehydrogenase 1 (ALDH1A1) | Purified ALDH1A1, NADH fluorescence, propionaldehyde substrate | Potency, µM (top dose mostly 75.3 µM), without a hit: at the highest dose activity, negative = inhibition, hits mostly inhibitors | 7.3% of 220,000 active | AID 1030, 2008; active = well fitted inhibition curve with a large enough effect, not every such curve was filed as active; inconclusive = small, poorly fitted or top-dose-only effect, or another doubt; inactive = no such curve, though single readings can be large or run the other way;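 note: plate controls were no enzyme wells and a reference inhibitor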
# Tau fluor cs: Counterscreen qHTS for Inhibitors of Tau Fibril Formation, Fluorescence Polarization | tau K18 P301L (four-repeat tau fragment) Alexa594 fluorescence, heparin fibrillization | Potency, µM (highest dose often 57.7 µM), for the others: at the highest dose activity change, negative = decrease | 0.93% of 280,000 active; note: nearly all actives have a fitted effect of over 55% in size
#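 Human K18 P301L tau (15 uM unlabeled plus 0.24 uM Alexa 594-labeled, final) in 100 mM sodium acetate pH 7 was mixed with compound and 20 uM heparin and incubated 6 hr at 37 C.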
# TRb SRC2 PPI: qHTS for Inhibitors of the Interaction of Thyroid Hormone Receptor and Steroid Receptor Coregulator 2; 0.065% of 280,000 active; TRbeta-SRC2 peptide binding, fluorescence polarization; receptor liganded with 1 µM T3; Thyroid hormone receptor beta (Homo sapiens), P10828; AID 1469, 2008; Potency, µM (doses to about 106 µM), inactives show top-dose activity change, negative = inhibition, most hits filed as inhibitors;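 note: plate controls were bound peptide for no effect and peptide without receptor for full effect; nearly all actives have a fitted effect of over 50% in size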
# Target sequence (P10828 whole entry, looked up): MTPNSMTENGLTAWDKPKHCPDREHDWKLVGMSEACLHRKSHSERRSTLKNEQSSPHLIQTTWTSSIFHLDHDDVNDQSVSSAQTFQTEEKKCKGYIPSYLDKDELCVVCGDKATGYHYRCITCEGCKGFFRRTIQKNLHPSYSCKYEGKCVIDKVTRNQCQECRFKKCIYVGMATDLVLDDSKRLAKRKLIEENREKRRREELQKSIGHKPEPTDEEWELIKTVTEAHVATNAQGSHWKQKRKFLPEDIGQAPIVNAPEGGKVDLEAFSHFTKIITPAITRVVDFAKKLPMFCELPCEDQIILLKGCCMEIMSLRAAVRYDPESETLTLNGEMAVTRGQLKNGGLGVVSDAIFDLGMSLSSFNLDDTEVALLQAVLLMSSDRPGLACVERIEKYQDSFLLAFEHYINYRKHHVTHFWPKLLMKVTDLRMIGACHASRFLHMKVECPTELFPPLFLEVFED
#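 Each compound concentration gave % activity, normalized to unbound and bound Texas Red SRC2 controls, from polarization read after 5 hr ambient incubation with T3-loaded human TRb LBD.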
# Numbers without * were called inactive; ? = inconclusive; · = not tested or not shown; & = joins results of further samples; [ ] = remark or other dose. Unless noted, calls come from the whole dose curve; as a rule, active = well fitted curve in the direction sought with a large enough effect; inconclusive = small, poorly fitted or top-dose-only effect, or another doubt; inactive = no such curve, though single readings can be large; an effect the other way counts as inactive or inconclusive. Unless noted, % is set by controls: 0 for no effect and ±100 for the full control effect; potency is the fitted concentration of half-maximal effect.
1. COc1cc(C(=O)Oc2ccccc2/C=N/NC(=O)c2ccc(Cl)cc2)cc(OC)c1OC
2. CCOc1ccccc1NC(=O)Nc1ccc(CC#N)cc1
3. Cc1cccc(C)c1NC(=O)CSc1nnc(C)c(=O)[nH]1
4. CCOC(=O)c1[nH]c2ccc(OC)cc2c1NC(=S)N1CCN(c2cccc(C)c2C)CC1
5. CCC(C)c1ccc(NC(=O)c2cccs2)cc1 (centres undefined)
6. CC(=O)Nc1ccccc1Oc1ccccc1
7. CC(C)S(=O)(=O)c1oc(-c2cccs2)nc1S(=O)(=O)c1ccc(F)cc1
8. COCP(=O)(c1ccccc1)c1ccccc1
9. Cc1cccc(NC(=O)CN2C(=O)CSC2=O)c1
10. CC(C)(C)NC(=O)NC(=O)CN1CCCCCCC1
Compound,1,2,3,4,5,6,7,8,9,10
L3MBTL1 inh,4%,-3%,·,3%,·,1%,·,·,-10%,·
TR SRC2 fluor cs,1%,-1%,-3%,0%,1%,0%,-19%,2%,-4%,-2%
aGal spleen mod,-11%,12%,7%,-3%,9%,12%,·,2%,0%,1%
Tau fibril FP,-6%,-8%,-3%,1%,?,0%,-11%,6%,11%,-3%
Tau fibril ThT,1%,-19%,-2%,6%,-11%,-6%,-5%,5%,-7%,-9%
ALDH1A1 block,-4%,·,7%,?,-12%,10%,·,-7%,5%,?
Tau fluor cs,-10%,-27%,-3%,5%,?,-5%,-5%,4%,6%,-1%
TRb SRC2 PPI,1%,-7%,0%,-24%,10%,4%,0%,9%,2%,12%

11. COc1ccc(S(=O)(=O)N/N=C\c2ccc3c(c2)OCO3)cc1
12. CCOc1ccc(CCNC(=O)C2CCN(c3nn4c(=O)cc(C)nc4s3)CC2)cc1
13. CC1CCN(C(=O)C2CCC(CNS(=O)(=O)c3cccc4cccnc34)CC2)CC1 (centres undefined)
14. N=C(N)SCc1cccc2ccccc12
15. CCOC(=O)CCS(=O)(=O)c1ccc(-c2ccc(S(=O)(=O)CCC(=O)OCC)cc2)cc1
16. CCCC(=O)N1c2ccccc2C(N(C(C)=O)c2ccccc2)CC1C (centres undefined)
17. CC(=O)c1cccc(NC(=O)C2=CC(c3ccco3)=NS(=O)(=O)N2C)c1
18. CC(=O)/C(=C/Nc1ccc(Oc2ccccc2)cc1)c1ccccc1
19. CCCCC(=O)OCCNC(=O)c1cc2ccccc2oc1=O
20. CC(Sc1nc2cc([N+](=O)[O-])ccc2n1-c1cccc(C(F)(F)F)c1)C(=O)NC(N)=O (centres undefined)
Compound,11,12,13,14,15,16,17,18,19,20
L3MBTL1 inh,-2%,0%,·,5%,0%,4%,·,8%,·,-6%
TR SRC2 fluor cs,1%,-4%,1%,1%,-1%,-1%,-1%,-1%,0%,1%
aGal spleen mod,5%,2%,4%,-1%,-2%,2%,·,1%,-2%,0%
Tau fibril FP,-3%,6%,4%,-4%,5%,?,-7%,-4%,4%,-13%
Tau fibril ThT,-2%,?,?,-5%,1%,-7%,6%,-16%,-2%,-10%
ALDH1A1 block,-5%,-5%,?,7%,-3%,3%,·,-14%,?,12%
Tau fluor cs,-13%,-4%,-14%,2%,1%,-4%,-1%,-13%,-9%,-13%
TRb SRC2 PPI,3%,3%,3%,4%,0%,-10%,-3%,10%,2%,0%

21. CSc1ccc(CN2CCN(Cc3ccccc3)C(CCO)C2)cc1 (centres undefined)
22. O=C(N/N=C/c1ccco1)c1cccc(N2CCCC2=O)c1
23. CCOC(=O)c1cc(-c2ccccc2)n(CCC(=O)NCCc2ccccc2)c1C
24. O=C(CSc1nnc2ccccn12)N1CCc2ccccc2C1
25. O=c1c(S(=O)(=O)c2ccccc2)cn(Cc2ccccc2)c2cc(N3CCOCC3)c(F)cc12
26. C[C@@H]1CCN=C(N)S1
27. Cc1ccc(COc2ccc(-c3cc(C(F)(F)F)n4nc(C)cc4n3)cc2)cc1
28. COc1ccc(Br)cc1CNC(=O)C(C)n1nc(C)n2c(cc3occc32)c1=O (centres undefined)
29. COc1ccc(S(=O)(=O)NCCSCc2ccccc2C)cc1Br
30. CCc1ccc(S(=O)(=O)c2nnn3c2nc(NC2CCCCCC2)c2sccc23)cc1
Compound,21,22,23,24,25,26,27,28,29,30
L3MBTL1 inh,-16%,-6%,·,-1%,·,·,·,·,9%,·
TR SRC2 fluor cs,-4%,-16%,2%,0%,?,2%,-81%[53 µM],-10%,-4%,0%
aGal spleen mod,-6%,-4%,·,10%,·,-8%,·,·,2%,·
Tau fibril FP,-1%,-6%,3%,4%,9%,-8%,-4%,-6%,0%,-13%
Tau fibril ThT,-2%,-7%,-15%,-4%,-11%,2%,-5%,-11%,?,12%
ALDH1A1 block,3%,2%,·,?,·,-7%,·,·,25µM*,·
Tau fluor cs,0%,-6%,-17%,2%,-11%,3%,-7%,-10%,?,-11%
TRb SRC2 PPI,2%,4%,-10%,-3%,0%,-2%,?,1%,-7%,3%

# One compound at a time, from the list above. Order of screens: L3MBTL1 inh	TR SRC2 fluor cs	aGal spleen mod	Tau fibril FP	Tau fibril ThT	ALDH1A1 block	Tau fluor cs	TRb SRC2 PPI
# `CCc1ccc(S(=O)(=O)c2nnn3c2nc(NC2CCCCCC2)c2sccc23)cc1` across the screens: ·	0%	·	-13%	12%	·	-11%	3%
# `CSc1ccc(CN2CCN(Cc3ccccc3)C(CCO)C2)cc1` (centres undefined) across the screens: -16%	-4%	-6%	-1%	-2%	3%	0%	2%

# (listing goes on)
31. COc1ccc(-c2nc(-c3ccc4c(c3)OCO4)[nH]c2-c2ccc(OC)cc2)cc1
32. CN(C)S(=O)(=O)c1cc(NC(=O)COC(=O)Cc2ccc(Cl)cc2Cl)ccc1Cl
33. Cc1nn(C(C)CC(=O)O)c(C)c1Br (centres undefined)
34. CCOC(=O)c1[nH]c(C)c(C(=O)N2CCc3ccccc32)c1C
35. CCC(=O)OC1C2CC3=C4CC(=O)OC(c5ccoc5)[C@]4(C)CCC3[C@@](C)(C2=O)C(CC(=O)OC)C1(C)C (some centres undefined)
36. CC1(C(=O)NCCN2CCOCC2)C=CCN1C(=O)c1ccccc1 (centres undefined)
37. Cc1ccc(N(CCC#N)C(=O)CN2C(=O)NC(Cc3ccccc3)C2=O)cc1 (centres undefined)
38. CCOC(=O)C1C(=O)CC(C)(O)C(C(=O)OCC)C1c1ccc(N(CC)CC)cc1 (centres undefined)
39. COc1ccc(Cc2nn3c(Cn4nnc5ccccc54)nnc3s2)cc1
40. COc1cc(SC)ccc1C(=O)NCC1CCCO1 (centres undefined)
Compound,31,32,33,34,35,36,37,38,39,40
L3MBTL1 inh,?,0%,·,0%,·,4%,2%,17%[11.4 µM],0%,0%
TR SRC2 fluor cs,-1%,0%,-3%,0%,0%,-2%&-2%,2%,1%,3%,-7%
aGal spleen mod,-6%,-1%,5%,14%,3%,-5%&8%,2%,10%,10%,2%
Tau fibril FP,2%,?,-5%,-5%,6%,4%&-4%,-1%,1%,-2%,-3%
Tau fibril ThT,2%,-2%,-7%,-3%,-9%,-3%&4%,4%,-7%,-15%,-2%
ALDH1A1 block,-4%,5%,5%,2%,8%,-6%&-8%,3%,-8%,11µM*,-7%
Tau fluor cs,1%,?,-3%,-2%,-10%,-1%&0%,0%,-11%,-14%,1%
TRb SRC2 PPI,-3%,2%,-1%,3%,-5%,-1%&3%,-7%,7%,5%,5%

# Shown with tabs: entries from further up.
cpd	SMILES	L3MBTL1 inh	TR SRC2 fluor cs	aGal spleen mod	Tau fibril FP	Tau fibril ThT	ALDH1A1 block	Tau fluor cs	TRb SRC2 PPI
39	COc1ccc(Cc2nn3c(Cn4nnc5ccccc54)nnc3s2)cc1	0%	3%	10%	-2%	-15%	11µM*	-14%	5%
40	COc1cc(SC)ccc1C(=O)NCC1CCCO1 (centres undefined)	0%	-7%	2%	-3%	-2%	-7%	1%	5%

# Another view of part of the listing above.
no.	canonical_smiles	L3MBTL1 inh	TR SRC2 fluor cs	aGal spleen mod	Tau fibril FP	Tau fibril ThT	ALDH1A1 block	Tau fluor cs	TRb SRC2 PPI
17	CC(=O)c1cccc(NC(=O)C2=CC(c3ccco3)=NS(=O)(=O)N2C)c1	·	-1%	·	-7%	6%	·	-1%	-3%
18	CC(=O)/C(=C/Nc1ccc(Oc2ccccc2)cc1)c1ccccc1	8%	-1%	1%	-4%	-16%	-14%	-13%	10%

# (list continues)
41. Cc1cccc(CSCCNC(=S)Nc2ccccc2)c1
42. O=C(CNC(=O)c1ccccc1)OCc1cc(=O)n2nc(C3CC3)sc2n1
43. CCN1CCCC1CNC(=O)c1cc(OC)c(OC)c(OC)c1 (centres undefined)
44. Cc1ccc(NC(=O)c2cc(NC(=O)c3ccco3)ccc2N2CCOCC2)cc1
45. COc1cc(C(c2sc3ncnn3c2O)N2CCN(c3ccccc3F)CC2)cc(OC)c1OC (centres undefined)
46. Cc1ccc(C(C)C)c(OCC(=O)Nn2c(C)nc3ccccc3c2=O)c1
47. CC(C)N(C1=CC(=O)OC12CCCCC2)C(C)C
48. COc1ccc(-c2nc(SCC(=O)NCC3CCCO3)c(-c3ccc(Cl)cc3)[nH]2)cc1 (centres undefined)
Compound,41,42,43,44,45,46,47,48
L3MBTL1 inh,-13%,·,·,-29%[11.4 µM],·,·,10%,·
TR SRC2 fluor cs,-1%,-3%,0%,0%,-1%,-9%,-4%,-3%
aGal spleen mod,1%,·,2%,-3%,-5%,-23%,-3%,·
Tau fibril FP,-13%,-1%,-7%,8%,0%,-2%,8%,2%
Tau fibril ThT,-6%,-3%,-16%,-7%,-13%,3%,5%,-11%
ALDH1A1 block,?,·,-5%,?,?,5%,·,·
Tau fluor cs,?,1%,-6%,-19%,-8%,-14%,6%,?
TRb SRC2 PPI,0%,5%,-6%,-9%,-8%,-9%,0%,3%
